Source: PubChem (National Center for Advancing Translational Sciences (NCATS))
D1 antagonist: human D1 dopamine receptor antagonism; AID 504652; P21728; activity change, negative = inhibition, % at 10 µM; 360,000 compounds, 3.2% hits; HEK293 TREx D1 cells, calcium flux, dopamine EC80; stronger effect = lower value; in the data active means activity change below about -30%; further: on the % scale 0 is the no-effect control and ±100 the full control effect
Target sequence (P21728 whole entry, looked up): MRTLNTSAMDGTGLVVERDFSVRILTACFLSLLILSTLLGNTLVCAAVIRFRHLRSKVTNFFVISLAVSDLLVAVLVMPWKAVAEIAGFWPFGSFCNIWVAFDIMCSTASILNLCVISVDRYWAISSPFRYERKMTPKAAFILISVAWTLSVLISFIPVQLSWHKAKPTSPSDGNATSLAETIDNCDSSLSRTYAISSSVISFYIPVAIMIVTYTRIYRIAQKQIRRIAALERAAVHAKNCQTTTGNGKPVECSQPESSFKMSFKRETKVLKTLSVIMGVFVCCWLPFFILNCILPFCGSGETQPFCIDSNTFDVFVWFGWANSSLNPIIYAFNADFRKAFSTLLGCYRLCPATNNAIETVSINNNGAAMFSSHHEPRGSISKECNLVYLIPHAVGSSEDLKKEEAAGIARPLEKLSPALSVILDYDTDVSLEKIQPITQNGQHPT
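Tetracycline-induced HEK293 T-REx cells with force-coupled D1 receptor were loaded with a no-wash calcium dye. Compound was added after a 10 s baseline and read kinetically for 180 s; EC80 dopamine was then added and calcium flux followed another 180 s.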
Vif-A3F inh: Vif-A3F binding inhibition; Potency, µM (top dose mostly 46.1 µM), for inactives: at the top dose activity, negative = active; AID 602313; 390,000 compounds, 0.2% hits; HeLa A3F-eYFP + Vif (tagged APOBEC3F with the HIV-1 protein that degrades it), YFP fluorescence increase; further: potency means the concentration at half of the fitted maximal effect; % of control where 0% means no effect; nearly all actives have a fitted effect of over 65% in size
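HeLa cells stably expressing Vif plus C-terminally eYFP-tagged A3F were seeded, incubated overnight at 37 deg C, dosed with compound, incubated overnight again at 37 deg C. Yellow fluorescence (Ex 488/Em 500-530) reported blocked Vif-mediated A3F-eYFP degradation.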
D1 PAM: enhances dopamine response at the human D1 receptor; P21728; HEK293 TREx D1 cells, calcium flux, dopamine EC20 potentiation; potentiation, % at 10 µM; 360,000 compounds, 0.036% hits; AID 504651; in the data active means potentiation above about 30%; further: 0% is about no effect
GRP78 ERSR act: induces the endoplasmic reticulum stress response in human glioma cells; U87-MG GRP78 promoter luciferase reporter, 16 h; Potency, µM, inactives show at the highest dose activation, most hits filed as activators; 420,000 compounds, 0.02% hits; AID 602332; further: potency means the concentration at half of the fitted maximal effect; series mostly up to about 76 µM; % of control where 0% means no effect; nearly all actives have a fitted effect of over 35% in size
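ERSR induction read as luciferase luminescence (Bright-Glo, 10 min at room temperature) in stably transfected human U87-MG glioma cells exposed to compounds for 16 h, using GRP78 as sensor.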
RXFP1 antagonist: blocks the human relaxin receptor RXFP1; Q9HBX9; HEK293-RXFP1, relaxin-stimulated cAMP HTRF, 30 min; stronger effect = lower value; activity change, negative = inhibition, % at 57.5 µM; 350,000 compounds, 0.59% hits; AID 1259400;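 active means activity change of -60% or lower, but not beyond a set lower limit; inconclusive means change between -60% and -40%, or beyond the set limit; inactive means change above -40%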; further: on the % scale 0 is the no-effect control and ±100 the full control effect
D2 PAM: positively modulates the human D2 dopamine receptor allosterically; 340,000 compounds, 0.34% hits; HEK293 T-REx D2, calcium flux, EC20 dopamine potentiation; P14416; potentiation, % at 10 µM;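 active means potentiation over 3 SD above the plate norm, cut at about 30% in these data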; further: 0% is about no effect
Target sequence (P14416 whole entry, looked up): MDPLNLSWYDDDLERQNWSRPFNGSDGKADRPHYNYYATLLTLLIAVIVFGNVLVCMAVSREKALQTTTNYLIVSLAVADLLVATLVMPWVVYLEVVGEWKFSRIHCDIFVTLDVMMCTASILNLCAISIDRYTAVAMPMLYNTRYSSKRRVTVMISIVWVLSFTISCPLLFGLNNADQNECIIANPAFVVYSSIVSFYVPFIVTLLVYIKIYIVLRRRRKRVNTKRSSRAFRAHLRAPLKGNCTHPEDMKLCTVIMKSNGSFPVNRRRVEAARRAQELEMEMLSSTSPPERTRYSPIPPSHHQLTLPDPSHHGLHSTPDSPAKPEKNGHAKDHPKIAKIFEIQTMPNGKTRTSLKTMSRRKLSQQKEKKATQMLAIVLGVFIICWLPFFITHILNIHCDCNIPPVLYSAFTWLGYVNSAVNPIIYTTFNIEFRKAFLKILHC
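Primary screen. Calcium kinetics in induced HEK293 T-REx D2 cells: compound pre-addition 180 s, EC20 dopamine, 180 s more.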
RXFP1 agonist: agonists of human relaxin receptor RXFP1; Q9HBX9; HEK293T-RXFP1 cAMP TR-FRET, 30 min; response scale: percent of porcine relaxin response, buffer zero; Potency, µM (highest dose often 57.5 µM), without a hit: at the top dose activation, hits mostly activators; 370,000 compounds, 0.3% hits; further: potency means the concentration at half of the fitted maximal effect; on the % scale 0 is the no-effect control and ±100 the full control effect; nearly all actives have a fitted effect of over 60% in size; many of its hits are not listed in these tables
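cAMP rise read by TR-FRET after 30 min, 37C compound exposure (up to 58 uM) in RXFP1-transfected HEK293 cells with Ro 20174 present. EC50 from Hill-equation fits, with 29 nM porcine relaxin as 100% and buffer as basal.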
Vif-A3G inh: inhibitors of Vif-APOBEC3G interaction; Q9HC16; HeLa A3G-eYFP + Vif (tagged APOBEC3G with the HIV-1 protein that degrades it), YFP fluorescence, overnight; Potency, µM (titrated, usually from 46.1 µM), inactives show at the top dose activity, negative = active, actives largely listed as inhibitors; 410,000 compounds, 0.076% hits; AID 602310;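 further: potency means the concentration at half of the fitted maximal effect; on the % scale 0 is the no-effect control and ±100 the full control effect; nearly all actives have a fitted effect of over 60% in size; hits raise eYFP signal because A3G escapes Vif-driven loss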
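HeLa cells stably expressing Vif and C-terminally eYFP-tagged A3G, seeded overnight at 37 deg C, then exposed to compound by pintool overnight at 37 deg C. Rise in yellow fluorescence (Ex 488/Em 500-530, Acumen) marks blocked Vif-driven A3G degradation.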
D1 ag: agonists of human D1 dopamine receptor | P21728 | AID 504660 | activation, % at 2 µM | 360,000 compounds, 1% hits | HEK293 T-REx D1 cells, calcium flux, agonist mode; in the data active means activation above about 30%; further: 0% is about no effect
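Agonism was scored from calcium flux recorded over 180 s (1 read/s) after pintool compound addition, following a 10-cycle baseline. Cells were inducible force-coupled HEK293 TREx D1, plated overnight at 30 C and loaded with no-wash calcium dye.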
An asterisk follows results filed as active; ? = inconclusive; / = not tested or not shown. Unless noted, the call rests on the fitted dose curve; in most records, active means well fitted curve in the direction sought with a large enough effect; inconclusive means small, poorly fitted or top-dose-only effect, or another doubt; inactive means no such curve, though single readings can be large; an effect the other way counts as inactive or inconclusive.

SMILES | D1 antagonist | Vif-A3F inh | D1 PAM | GRP78 ERSR act | RXFP1 antagonist | D2 PAM | RXFP1 agonist | Vif-A3G inh | D1 ag
CC(C)(C)NS(=O)(=O)c1ccc(CCC(=O)Nc2cc(Cl)ccc2Oc2ccccc2)cc1 | 3 | 4% | -4 | -5% | 0 | -9 | -2.3% | 0% | 1
O=C(NN=Cc1ccccc1)c1ccccc1 | / | 0% | / | -4% | -10 | / | / | -4% | /
CCCS(=O)(=O)N1CCCC(C(=O)NCC2CCCO2)C1 (configuration not stated) | 10 | -8% | 1 | -4% | -8 | -2 | 2.9% | 2% | 2
COCCCn1c(N)c(-c2nc3ccccc3n2C)c2nc3ccccc3nc21 | -4 | -18% | -2 | -4% | 11 | -10 | 7.6% | -16% | 77*
COc1ccc2c(Sc3ccccc3)c(C(=O)NCc3cc(Br)ccc3OC)[nH]c2c1 | 8 | -4% | 2 | -3% | -16 | 0 | -4.1% | -1% | 4
Cc1cc(C)cc(C(=O)NCC(=O)NCCc2c[nH]c3ccccc23)c1 | -9 | 4% | -5 | -7% | 1 | 19 | -2.1% | -9% | 5
CN1C(=O)N(c2ccccc2)C(Nc2nncs2)C1(C)C (configuration not stated) | 7 | -5% | 0 | -5% | -7 | 1 | 3.0% | -2% | 1
CC(NC(=O)C1CCCN(S(=O)(=O)c2cnc[nH]2)C1)c1ccccc1 (configuration not stated) | -16 | -5% | / | -4% | / | 6 | 0.8% | -2% | 0
CSCC[C@H](NC(=O)C1CCCC1)c1nc2ccccc2[nH]1 | -3 | -7% | -2 | 5% | -15 | -1 | -0.7% | 1% | 2
O=C(CSc1ncccn1)NCc1ccccc1 | -11 | 2% | -4 | -4% | 6 | 0 | -0.9% | -6% | 3
Cc1ccc(Cn2cc(/C=N/NC(=O)Cc3nnc(NC(=O)c4ccc(C)cc4)s3)c3ccccc32)cc1 | 10 | -10% | -2 | -2% | 1 | / | -0.1% | -1% | 1
Cc1c(Cl)cccc1NC(=O)N1CCCN(c2nc(-c3ccccc3)ns2)CC1 | -13 | -4% | -5 | -2% | -30 | 9 | 0.4% | 0% | 10
CCC(C)(C)NC(=O)CN(CC1CCCO1)C(=O)CCC(=O)Nc1nccs1 (configuration not stated) | 12 | 0% | 0 | -2% | -4 | -9 | 0.1% | -3% | 1
O=C(c1ccc(CN2CCc3ccccc3C2)cc1)N1CCCCC1 | 11 | 3% | -7 | 2% | 3 | -20 | 0.7% | -2% | 3
Cc1cc2ccccc2n1-c1ccc(C(=O)N2CCC(C(=O)NCc3ccc(Cl)cc3)CC2)s1 | 13 | 8% | 3 | -4% | -8 | 2 | 22% | 5% | 5
O=Cc1cn(CCC(=O)O)nc1-c1cccc2ccccc12 | -8 | 12% | -3 | -4% | -8 | 1 | -1.7% | -4% | 3
CCCCN1C(=O)C(NC(=O)CC(C)C)(C(F)(F)F)C2=C1CC(C)(C)CC2=O (configuration not stated) | -23 | 1% | -8 | -5% | -5 | 3 | 0.6% | 0% | -1
COCCN(CCOC)c1nc(S(=O)(=O)c2ccc(C)cc2)c(Cl)s1 | 3 | 5% | -8 | -5% | 1 | -10 | 0.3% | -1% | 3
O=C(/C=C/c1ccco1)N(Cc1ccccc1)C1CCS(=O)(=O)C1 (configuration not stated) | -9 | -9% | 2 | -5% | -12 | 6 | 2.0% | -4% | 1
CSc1ccccc1NC(=O)COc1ccc(Cl)cc1Cl | 21 | ? | 13 | -1% | 15 | 0 | 1.4% | -18% | 6
O=C(NNC1=NCCC1)c1cccc(S(=O)(=O)N2CCOCC2)c1 | 1 | -9% | -5 | -1% | 6 | 0 | -0.9% | 1% | 2
Cc1csc2c(C#N)c(=O)c3c(n12)CCC3 | 8 | 0% | -2 | -3% | -7 | -5 | 20% | -4% | 5
CCOC(=O)Cn1cc(/C=N/NC(=O)c2cc3ccccc3o2)c2ccccc21 | -4 | -5% | -5 | -2% | -12 | -6 | 2.4% | -5% | 10
COc1nc(Cl)cn(-c2ccc(Cl)cc2)c1=O | 2 | 5% | -3 | 2% | 5 | 6 | 2.3% | 2% | 1
CCOc1cc(CNC(=O)Cn2c(=O)c3cccn3c3ccc(F)cc32)cc(OCC)c1OCC | -20 | -2% | -2 | -4% | 12 | -2 | 4.8% | 1% | 11
COCCN(C(=O)CSc1nnc(-c2cccc(F)c2)n1N)c1c(N)n(Cc2ccccc2)c(=O)[nH]c1=O | 2 | 4% | -8 | 0% | / | 5 | 0.1% | 0% | 0
COC(=O)c1ccccc1NC(=O)CSc1nnc(-c2ccc(OC)cc2)n1C | 8 | 7% | 5 | 0% | 5 | 6 | 1.9% | 0% | 0
COc1ccc(-n2[nH]c(C)cc2=O)cc1 | 18 | 2% | -3 | -5% | -22 | 6 | 2.3% | 0% | 3
C=CCn1c(SC)nnc1C1COc2ccccc2O1 (configuration not stated) | 14 | 7% | -10 | -5% | -9 | 7 | -0.6% | -1% | 2
CCOC(=O)C1CCN(C(=O)CCc2ccc(S(=O)(=O)NCC(C)C)cc2)CC1 | -2 | -14% | -7 | -2% | -1 | / | 3.2% | 10% | -3
CCOC(=O)c1c(C)n(C)c2ccc(OC(C)=O)cc12 | 4 | -1% | -2 | -6% | -3 | 3 | 0.4% | 0% | 1
CCC(C)N(C(=O)COC(=O)c1ccc(N)c([N+](=O)[O-])c1)C1CCS(=O)(=O)C1 (configuration not stated) | / | -8% | / | -3% | -7 | / | / | 0% | /
O=C(NCc1ccccc1)C1CCCN(C(=O)NCc2ccccc2)C1 (configuration not stated) | 12 | -14% | 8 | 0% | -5 | -2 | 0.2% | 0% | 0
COc1ccc(C(=O)N[C@H](C(=O)OCCCOC(=O)[C@@H](NC(=O)c2ccc(OC)cc2)C(C)C)C(C)C)cc1 | / | -4% | / | -4% | 1 | / | / | 0% | /
O=C(CNC(=O)c1sc2ccccc2c1Cl)NCc1ccc(F)cc1 | -29 | -7% | -2 | -4% | 1 | 15 | 8.6% | -2% | 3
COc1ccc(/C=N/N2CCN(c3ccccc3)CC2)cc1Br | 30 | 0% | 4 | 2% | -5 | 1 | 1.3% | -10% | 4
Cc1cc(C)cc(NC(=S)N(Cc2ccc(Br)cc2)Cc2ccc(C(=O)O)cc2)c1 | -22 | 2% | -1 | 17% | -23 | 2 | 0.7% | -8% | 1
COC(=O)C1=C(C(=O)OC)[C@@H]2N(Cc3ccccc3)c3ccccc3[C@@]23C[C@@H](C(=O)OC)N(C(=O)CC(C)C)C3=N1 | -7 | 3% | 2 | -7% | / | 16 | -3.4% | -7% | 2
O=C(Nc1ccc(Cn2ccnc2)cc1)c1cccc(C(F)(F)F)c1 | 1 | -4% | -5 | 5% | -1 | -4 | 2.3% | 3% | 2
CC1CCN(C(=O)c2scc3c2OCCO3)CC1 | -9 | 6% | 3 | -4% | 11 | 2 | 0.9% | 6% | 2

Arranged by SMILES length (largest number first): some entries from above
SMILES | D1 antagonist | Vif-A3F inh | D1 PAM | GRP78 ERSR act | RXFP1 antagonist | D2 PAM | RXFP1 agonist | Vif-A3G inh | D1 ag
CCC(C)N(C(=O)COC(=O)c1ccc(N)c([N+](=O)[O-])c1)C1CCS(=O)(=O)C1 (configuration not stated) | / | -8% | / | -3% | -7 | / | / | 0% | /
CCOc1cc(CNC(=O)Cn2c(=O)c3cccn3c3ccc(F)cc32)cc(OCC)c1OCC | -20 | -2% | -2 | -4% | 12 | -2 | 4.8% | 1% | 11
COc1ccc(/C=N/N2CCN(c3ccccc3)CC2)cc1Br | 30 | 0% | 4 | 2% | -5 | 1 | 1.3% | -10% | 4

Further results:
SMILES | D1 antagonist | Vif-A3F inh | D1 PAM | GRP78 ERSR act | RXFP1 antagonist | D2 PAM | RXFP1 agonist | Vif-A3G inh | D1 ag
COc1ccc(/C=C(\CC(=O)O)c2nc3ccccc3o2)cc1 | -19 | 14% | -2 | 5% | -6 | -10 | 1.2% | -7% | -2
Cc1ccc(S(=O)(=O)N2CCN(CCc3ccccc3)CC2)c(C)c1 | -15 | 15% | -6 | -6% | -32 | -7 | 5.7% | 1% | 1
COc1ccc(-c2nsc(SCC(=O)Nc3ccc4c(c3)OCO4)n2)cc1 | -13 | -9% | -1 | 1% | -14 | -9 | 3.1% | -4% | 1
O=C(Nc1ccc(Cl)cc1)Nc1nc(-c2ccccc2O)cs1 | -37* | -4% | -8 | 10% | -6 | / | -0.6% | 1% | 24
CCCNC(=O)c1ccccc1NC(=O)c1ccccc1N(C)S(=O)(=O)c1ccccc1 | 7 | 6% | -2 | -4% | 0 | -1 | 1.8% | ? | -1
CCOc1ccc(NC(=O)Cn2nc(Cc3cccnc3)c3ccccc3c2=O)cc1 | 2 | -13% | 2 | -3% | 7 | 14 | 24% | -1% | -1
CCCCNc1nnc(SCC(=O)c2c[nH]c3ccccc23)s1 | 6 | 0% | 4 | -4% | -8 | 2 | 3.4% | -2% | 1
Cc1ccc(N2C(=O)c3ccccc3C2Nc2ccccc2F)nc1 (configuration not stated) | -3 | 0% | / | -1% | -7 | -18 | 1.6% | -1% | 2
Cc1nn(-c2cccc(C(F)(F)F)c2)c(Cl)c1/C=N/Nc1cccc(C(=O)O)c1 | -20 | 2% | -2 | -10% | -12 | -1 | 0.2% | 0% | 1
Cc1cccc(-c2nc(CSCC(=O)N3CCN(c4cccc(C)c4C)CC3)c(C)o2)c1 | -6 | 0% | -4 | -5% | -14 | 12 | -0.8% | 3% | 6
CN(c1ccc(C(=O)N2CCOCC2)cc1)S(C)(=O)=O | 8 | 4% | -6 | -5% | 20 | 5 | -0.5% | 3% | 2
CN(C)C(=O)C#Cc1ccccc1 | 8 | 14% | -4 | -4% | -14 | -20 | -0.1% | 1% | 0
Cc1cc2c(NC(=O)Nc3ccc(C(C)(C)C)cc3)cccc2nn1 | 0 | -1% | -3 | 10% | 0 | 10 | -2.5% | 1% | 6
CCCn1c(N)c(N(CCOC)C(=O)c2ccc(F)cc2)c(=O)[nH]c1=O | -19 | 0% | 4 | 0% | 4 | / | 0.1% | 0% | 3
C=CCc1c(Cl)nc(C)nc1NCc1ccccc1 | -17 | -25% | -16 | -1% | 8 | -9 | 4.1% | 0% | 7
CCOC(=O)c1cc(C#N)c(SC)nc1-c1ccccc1 | -44* | 5% | -3 | -4% | -1 | 6 | 2.2% | -6% | 9

These rows are one share of the data; count on the stated rates, not on these rows.
